Source: PubChem BioAssay (National Center for Advancing Translational Sciences (NCATS))
aGlu spleen mod: lysosomal alpha-glucosidase (human) modulation; human spleen homogenate, 4-MU-alpha-glucoside fluorescence; Potency, µM (highest dose often 79.9 µM), for the others: at the highest dose activity change, negative = inhibition, most hits filed as inhibitors; 0.006% of 240,000 active; P10253; AID 2112;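 further: 0% = enzyme with vehicle and -100% = no enzyme basal signal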
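Compounds were titrated against alpha-glucosidase in spleen homogenate at pH 5.0, with 1 mM 4-methylumbelliferyl substrate for 40 min at 37 C. Reactions were quenched with pH 10 NaOH/glycine and fluorescence measured.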
aGal spleen mod: inhibits or activates alpha-galactosidase in human spleen homogenate. human spleen homogenate, 4MU-alpha-Gal fluorescence, 40 min. Potency, µM (highest dose often 80 µM), for inactives: at the top dose activity change, negative = inhibition, hits mostly inhibitors. 0.008% of 240,000 active. AID 2107;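 further: 0% = enzyme with vehicle and -100% = no enzyme basal signal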
Target sequence (P06280 32-429 limits assumed): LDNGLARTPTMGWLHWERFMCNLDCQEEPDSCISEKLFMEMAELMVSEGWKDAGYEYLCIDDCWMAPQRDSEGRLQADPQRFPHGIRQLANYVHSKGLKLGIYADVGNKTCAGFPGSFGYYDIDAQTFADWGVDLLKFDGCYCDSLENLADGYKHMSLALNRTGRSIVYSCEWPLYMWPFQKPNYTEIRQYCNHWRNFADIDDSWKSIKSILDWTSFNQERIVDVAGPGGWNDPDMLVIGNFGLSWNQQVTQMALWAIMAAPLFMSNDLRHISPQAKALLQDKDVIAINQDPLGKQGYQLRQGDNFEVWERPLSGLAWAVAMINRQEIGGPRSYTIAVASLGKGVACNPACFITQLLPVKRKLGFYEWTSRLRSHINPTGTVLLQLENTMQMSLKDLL
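Inhibition or activation of alpha-galactosidase in human spleen homogenate is scored by 4-MU fluorescence after 40 min at 37C, pH 5.0, with 1 mM substrate. AC50s come from concentration-response fitted to the Hill equation.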
GAA inhib: inhibitors of human lysosomal alpha-glucosidase; P10253; purified human GAA, 4-MU-alpha-glucoside fluorescence; Potency, µM (series often up to 76.9 µM), for the others: top-dose activity change, negative = inhibition, usual class: inhibitors; 0.005% of 200,000 active; AID 1466;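 further: plate controls were uninhibited enzyme wells for no effect and no-enzyme background for full effect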
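Endpoint fluorogenic read: 20 min room-temperature reaction of 4 nM human alpha-glucosidase with 400 uM 4-methylumbelliferyl-alpha-D-pyranoside, pH 5.0, quenched with 1M NaOH/1M glycine pH 10. AC50 from Hill modeling.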
GAA glycogen mod: inhibitors or activators of human alpha-glucosidase glycogen cleavage. 0.38% of 300,000 active. Potency, µM (titrated, usually from 76.4 µM), for inactives: at the top dose activity change, negative = inhibition, most hits filed as inhibitors. P10253. recombinant GAA, glycogen substrate, Amplex Red glucose oxidase fluorescence;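 further: 0% = full enzyme reaction and -100% = no-enzyme basal signal; the screen sought inhibitors and activators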
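Recombinant human alpha-glucosidase (4 nM final) hydrolysed bovine liver glycogen (30 ug) for 40 min at 37 C in pH 5.0 citrate/phosphate with 0.01% Tween-20. Released glucose detected by glucose oxidase/Amplex Red, Ex 573/Em 610 nm. Compounds up to 77 uM; AC50 from Hill fits.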
SMN2 splice up: increases expression of the SMN2 splice variant; HEK293 SMN2-luciferase splicing reporter, luminescence, 30-36 h; Potency, µM (series often up to 46.1 µM), for the others: at the highest dose activity change, positive = activation, hits mostly activators; 2.8% of 210,000 active; further: % of control where 0% means no effect; nearly all actives have a fitted effect of over 55% in size
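HEK293 cells carry an SMN2 […]–luciferase reporter in which exon 7 inclusion puts luciferase in frame. Cells were plated 10-12 h before compound addition, then incubated 30-36 h at 37C. ONE-Glo luminescence was read; sodium butyrate at 4.5 mM final served as control.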
ALDH1A1 block: ALDH1A1 (human) enzyme inhibition; P00352; Purified ALDH1A1, NADH fluorescence, propionaldehyde substrate; Potency, µM (highest dose often 75.3 µM), for the others: at the highest dose activity, negative = inhibition, actives largely listed as inhibitors; 7.3% of 220,000 active; AID 1030; active means well fitted inhibition curve with a large enough effect, not every such curve was filed as active; inconclusive means small, poorly fitted or top-dose-only effect, or another doubt; inactive means no such curve, though single readings can be large or run the other way;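 further: plate controls were no enzyme wells and a reference inhibitor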
RGS12 GoLoco inh: inhibitors of human Gai1-RGS12 GoLoco interaction (red fluorophore) | Gai1:RGS12 GoLoco peptide FP, rhodamine, 10 min | AID 880 | Potency, µM (series often up to 61.6 µM), inactives show at the top dose activity, negative = inhibition, usual class: inhibitors | 0.44% of 230,000 active; active means well fitted inhibition curve with a large enough effect, not every such curve was filed as active; inactive means no such curve, though single readings can be large or run the other way; further: on the % scale 0 is the no-effect control and ±100 the full control effect; nearly all actives have a fitted effect of over 30% in size; many of its hits are not listed in these tables
Target sequence (P63096 whole entry, looked up): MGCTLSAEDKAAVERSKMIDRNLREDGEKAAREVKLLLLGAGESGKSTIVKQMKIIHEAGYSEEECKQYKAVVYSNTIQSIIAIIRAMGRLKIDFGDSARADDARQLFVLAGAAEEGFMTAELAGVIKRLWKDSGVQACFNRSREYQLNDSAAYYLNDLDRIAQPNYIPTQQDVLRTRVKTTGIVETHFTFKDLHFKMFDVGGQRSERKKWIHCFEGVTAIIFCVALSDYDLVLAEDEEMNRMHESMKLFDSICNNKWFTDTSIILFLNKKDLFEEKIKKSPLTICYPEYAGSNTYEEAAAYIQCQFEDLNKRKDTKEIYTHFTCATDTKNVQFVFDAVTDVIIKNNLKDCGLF
JMJD2E inh: blocks human JMJD2E demethylase activity | B2RXH2 | JMJD2E catalytic domain, FDH-coupled NADH fluorescence (FDH is formaldehyde dehydrogenase) | Potency, µM (series often up to 57.1 µM), without a hit: at the highest dose activity change, negative = inhibition, usual class: inhibitors | 1.6% of 230,000 active; active means well fitted inhibition curve with a large enough effect, not every such curve was filed as active; inconclusive means small, poorly fitted or top-dose-only effect, or another doubt; inactive means no such curve, though single readings can be large or run the other way;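 further: 0% = wells with enzyme and -100% = buffer wells without enzyme; nearly all actives have a fitted effect of over 50% in size; many of its hits are not listed in these tables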
Target sequence (B2RXH2 1-337 limits assumed): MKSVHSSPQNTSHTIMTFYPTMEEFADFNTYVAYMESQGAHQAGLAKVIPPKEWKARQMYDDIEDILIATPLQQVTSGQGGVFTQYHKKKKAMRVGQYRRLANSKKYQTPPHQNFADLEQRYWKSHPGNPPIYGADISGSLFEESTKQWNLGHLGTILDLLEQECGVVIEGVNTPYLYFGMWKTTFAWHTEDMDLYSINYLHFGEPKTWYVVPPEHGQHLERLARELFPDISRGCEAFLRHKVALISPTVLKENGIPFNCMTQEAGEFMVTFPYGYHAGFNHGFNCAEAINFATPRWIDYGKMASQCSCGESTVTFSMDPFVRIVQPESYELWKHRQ
Starred values were filed as active, the others as inactive; ? = inconclusive; nt = not tested or not shown; [ ] = dose if it differs, or a comment. Unless noted, the call rests on the fitted dose curve; in most records, active means well fitted curve in the direction sought with a large enough effect; inconclusive means small, poorly fitted or top-dose-only effect, or another doubt; inactive means no such curve, though single readings can be large; an effect the other way counts as inactive or inconclusive. Potency means the concentration at half of the fitted maximal effect.

no. | SMILES | aGlu spleen mod | aGal spleen mod | GAA inhib | GAA glycogen mod
1 | O=C(CCC(=O)c1ccccc1)Nc1cccnc1 | 0% | 6% | -5% | -1%
2 | C/C(=N\NC(=O)Cn1c(C)nc2ccccc21)c1cccs1 | -2% | 1% | 0% | 10%
3 | COc1ccc(S(=O)(=O)Cc2ccc(C(=O)NCc3ccccn3)o2)cc1 | 1% | 3% | -2% | 6%
4 | OCCc1ccc(-c2ccc(Cl)cc2)o1 | -4% | 6% | 0% | -5%
5 | CC1CCN(C(=O)CSc2nc3c(cnn3-c3ccccc3)c(=O)[nH]2)CC1 | 0% | 7% | 2%[15.4 µM] | -4%
6 | O=C(CN1CCOCC1)Nc1c(Cl)cc(Cl)cc1Cl | -7% | 13% | -4% | -7%
7 | CCc1cccc(C)c1NC(=S)NCC1CCN(c2ccc(OC)cc2)C1 (stereo not given) | -3% | -2% | -6% | -27%
8 | O=C(NNC(=O)c1ccc([N+](=O)[O-])o1)c1ccccc1 | -29% | -25% | -15% | 14%
9 | COc1ccc(Br)cc1CN(C)C(=O)c1ccc2c(c1)NC(=O)C(C)S2 (stereo not given) | 5% | 4% | -3% | 5%
10 | COc1ccc(Cl)cc1C(=O)Nn1c(C)nc2ccccc2c1=O | 1% | 6% | -1% | 3%

no. | SMN2 splice up | ALDH1A1 block | RGS12 GoLoco inh | JMJD2E inh
1 | 18% | -5% | -4% | -2%
2 | 0%[1.84 µM] | 3% | 6% | 4%
3 | 7% | -6% | -20% | 9%
4 | 15% | ? | -1% | -4%
5 | 12% | ? | 18% | 1%
6 | nt | 10% | 7% | 7%
7 | -44%[inhibitor] | 10µM* | 74%[activator] | ?
8 | 11% | -8% | -3% | -15%
9 | 0% | 5% | 2% | -3%
10 | -1% | 3% | -3% | 7%

Carrying on:
no. | SMILES | aGlu spleen mod | aGal spleen mod | GAA inhib | GAA glycogen mod
11 | Cc1cc(C)c2nc(N3CCCN(C(=O)c4ccco4)CC3)c(C#N)cc2c1 | 3% | 7% | 1% | 18%
12 | O=S(=O)(c1cccc(C(F)(F)F)c1)N1CCN(c2ccccc2)CC1 | 0% | -2% | -1% | -7%
13 | CC(C)CC1(C)NC(=O)NC1=O (stereo not given) | 4% | 2% | 1% | 1%
14 | Cc1c(/C(O)=C2/C(=O)C(=O)N(CCN(C)C)C2c2ccc(C(C)C)cc2)cnn1-c1ccccc1 (stereo not given) | 2% | 3% | nt | 0%
15 | Cc1ccc(C(=O)/C=C/c2ccc(-c3ccc(C)cc3)o2)cc1 | -8% | -9% | -4% | 0%
16 | COc1ccc(/C=c2/sc3nc(-c4ccccc4)c(-c4ccccc4)n3c2=O)cc1 | -6% | 2% | 4% | -4%
17 | Cc1ccc(NC(=O)COC(=O)C2CC2(Cl)Cl)cc1C (stereo not given) | nt | 0% | -6% | 1%
18 | COc1cc(NC(=O)c2cc(C)on2)cc(C(=O)Nc2cccc(C(F)(F)F)c2)c1 | -5% | 2% | nt | -12%
19 | CCOC(=O)/C(=N/Nc1ccc(OC)cc1)N1CCCc2ccccc21 | -7% | -7% | nt | ?
20 | O=[N+]([O-])c1cccc(C(=Nc2ccccc2)NO)c1 | 1% | 3% | -16% | -4%

no. | SMN2 splice up | ALDH1A1 block | RGS12 GoLoco inh | JMJD2E inh
11 | 6% | ? | 52%[activator] | ?
12 | -17% | 2% | -1% | -2%
13 | 3% | 9% | 2% | 9%
14 | nt | nt | 9% | -1%
15 | 25%[1.84 µM] | 0.71µM* | 97%[activator] | 0%
16 | 25% | ? | 2% | 1%
17 | -8% | 20µM* | -3% | 2%
18 | nt | nt | -8% | ?
19 | nt | nt | -1% | -6%
20 | 2% | -14% | -6% | 6%

Results in aGlu spleen mod, for three of the compounds above:
cpd	Structure	aGlu spleen mod
12	O=S(=O)(c1cccc(C(F)(F)F)c1)N1CCN(c2ccccc2)CC1	0%
15	Cc1ccc(C(=O)/C=C/c2ccc(-c3ccc(C)cc3)o2)cc1	-8%
16	COc1ccc(/C=c2/sc3nc(-c4ccccc4)c(-c4ccccc4)n3c2=O)cc1	-6%

Following part
no. | SMILES | aGlu spleen mod | aGal spleen mod | GAA inhib | GAA glycogen mod
21 | O=C(CSc1ccccn1)Nc1cccc(NC(=O)CSc2ccccn2)n1 | -1% | 0% | -7% | -4%
22 | CC1CCCCN1C(=O)CSc1nc2ccccc2[nH]1 (stereo not given) | -6% | -5% | -1% | 8%
23 | CCOC(=O)c1cnn(-c2cc(C)nc3c(-c4ccccc4)cnn23)c1N | -1% | 5% | -6% | 16%
24 | Cc1occc1C(=O)Nc1ccc(S(=O)(=O)N2CCN(C)CC2)cc1 | -4% | -1% | -8% | 5%
25 | Cc1ccc(S(=O)(=O)N(C)C)cc1NC(=O)COC(=O)/C=C/c1cnc2ccccc2n1 | 4% | 0% | -1% | 1%
26 | CCCNC(=S)Nc1ccc(Br)cc1 | -8% | -5% | 1% | -4%
27 | CC(=O)c1c(C)nn(C(C)CC(=O)O)c1C (stereo not given) | -6% | 0% | -5% | 4%
28 | COc1ccccc1C/C(N)=N/OC(=O)/C=C/c1ccccc1 | -5% | -5% | -2% | 2%
29 | c1ccc(CCNc2nc(-c3ccccn3)cs2)cc1 | 4% | 11% | -11% | -4%
30 | Cc1cc2oc(C(=O)Nc3c(C)n(C)n(-c4ccccc4)c3=O)c(C)c2cc1C | 2% | 5% | -8% | -9%

no. | SMN2 splice up | ALDH1A1 block | RGS12 GoLoco inh | JMJD2E inh
21 | -3% | -7% | -9% | -3%
22 | ? | -9% | -4% | -6%
23 | 7% | 7% | -31% | -3%
24 | -9% | ? | 8% | 9%
25 | 8% | -9% | 8% | -1%
26 | 24% | 0% | -18% | 6%
27 | -3% | 9% | 5% | 2%
28 | 6% | -3% | 11% | -8%
29 | ? | 32µM* | 2% | -7%
30 | -51%[inhibitor] | ? | -3% | -1%

Reprinted at random: 3 records from the list
no. | SMILES | aGlu spleen mod | aGal spleen mod | GAA inhib | GAA glycogen mod
18 | COc1cc(NC(=O)c2cc(C)on2)cc(C(=O)Nc2cccc(C(F)(F)F)c2)c1 | -5% | 2% | nt | -12%
5 | CC1CCN(C(=O)CSc2nc3c(cnn3-c3ccccc3)c(=O)[nH]2)CC1 | 0% | 7% | 2%[15.4 µM] | -4%
19 | CCOC(=O)/C(=N/Nc1ccc(OC)cc1)N1CCCc2ccccc21 | -7% | -7% | nt | ?

no. | SMN2 splice up | ALDH1A1 block | RGS12 GoLoco inh | JMJD2E inh
18 | nt | nt | -8% | ?
5 | 12% | ? | 18% | 1%
19 | nt | nt | -1% | -6%

Next section.
no. | SMILES | aGlu spleen mod | aGal spleen mod | GAA inhib | GAA glycogen mod
31 | Cc1cc(C)c(C#N)c(SCC(=O)c2cccs2)n1 | -6% | -11% | ? | 0%
32 | O=C(CC1Sc2ccccc2NC1=O)Nc1ccccc1[N+](=O)[O-] (stereo not given) | 5% | 8% | -2% | 1%
33 | COc1ccc(C2C(C(=O)N3CCN(c4ccc(OC)cc4)CC3)c3ccccc3C(=O)N2C)cc1 (stereo not given) | -4% | -14% | 2% | -7%
34 | COc1ccc(C)cc1S(=O)(=O)N(CC(=O)Nc1cccc([N+](=O)[O-])c1)c1ccc(C)c(C)c1 | -5% | -16% | -13% | 4%
35 | NS(=O)(=O)c1ccc(N=C2C(=O)Nc3ccccc32)cc1 | 1% | -1% | 7% | 4%
36 | CC(=O)Nc1ccc(NC(=O)C(C)Oc2ccc(Cl)cc2Cl)cc1 (stereo not given) | -6% | -3% | -9% | 6%
37 | O=C(O)CCCC(=O)NCCCc1ccccc1 | 2% | 1% | -4% | -12%
38 | O=C(CNC(=O)c1ccccc1)N/N=C/c1cccs1 | 5% | 4% | 4% | -10%
39 | CCCCCCC1CC(C)(/C(C)=N/NC(N)=O)OC1=O (stereo not given) | -6% | 1% | 4% | -8%
40 | COc1ccc(S(=O)(=O)Nc2ccccc2OC)cc1C | -22% | -7% | -13% | -1%

no. | SMN2 splice up | ALDH1A1 block | RGS12 GoLoco inh | JMJD2E inh
31 | ? | ? | 8% | 8%
32 | -2% | 3% | -5% | 10%
33 | ? | 9% | -5% | -3%
34 | -12% | 10% | 7% | 5%
35 | -2%[9.22 µM] | -14%[13.5 µM] | 7%[14.2 µM] | -3%
36 | -9% | 5% | -1% | 12%
37 | -6% | 6% | 6% | 2%
38 | 14% | 6% | 9% | -8%
39 | -9% | 5% | 5% | -2%
40 | 24% | 0% | -12% | 5%

Additional compounds follow.
no. | SMILES | aGlu spleen mod | aGal spleen mod | GAA inhib | GAA glycogen mod
41 | S=c1cnc2ccccc2[nH]1 | -5% | 4% | 12% | ?
42 | CCCNC(=O)CN(c1ccccc1)S(=O)(=O)c1ccc(OC)c(OC)c1 | -7% | 3% | 3% | 7%
43 | COc1cc(NS(=O)(=O)c2cc(C)ccc2OC)c(OC)cc1Cl | -5% | 26% | -4% | -11%
44 | Cc1ccccc1NC(=S)Nc1ccccn1 | 0% | -4% | nt | 1%
45 | CCN(CC)S(=O)(=O)c1ccc(Cl)c(C(=O)NC(C)C(c2cccs2)N2CCCC2)c1 (stereo not given) | -11% | 11% | 2% | 0%
46 | COc1ccc(-c2c(C)nn3c(-c4ccccc4)cc(C)nc23)cc1 | -3% | -6% | -13% | 1%
47 | COc1ccc(C(=O)NCc2nnc(SCC(=O)Nc3nnc(C)s3)o2)cc1OC | -11% | 2% | -5% | -6%
48 | O=C(CN1CCC(O)(c2ccccc2)CC1)Nc1ccc2c(c1)OCCO2 | -8% | -5% | 2% | 1%
49 | CN(C)Cc1ccccc1-c1cncnc1NCc1cccs1 | -8% | -9% | nt | nt

no. | SMN2 splice up | ALDH1A1 block | RGS12 GoLoco inh | JMJD2E inh
41 | 26% | 3.2µM* | -20% | 11µM*
42 | -5% | -15% | -1% | 0%
43 | 9% | -3% | 6% | 0%
44 | nt | nt | -15% | -3%
45 | -2% | ? | -1% | -9%
46 | -17% | -10% | 4% | -17%
47 | -7% | 2% | 2% | -9%
48 | 7% | ? | -1% | 9%
49 | -12% | -8% | -10% | 0%

The list is partial. The share of hits here may be higher or lower than overall.
